# Bioassay records from PubChem.
# sEH act = soluble epoxide hydrolase (human) activation; P34913; purified human sEH enzymatic activity, activator screen; activation, % at 2 µM; actives 0.04% (n = 91,000); in the data active = activation above about 37%; also: values of inactives mirror those of a sister screen read the other way
# Target sequence (P34913 whole entry, looked up): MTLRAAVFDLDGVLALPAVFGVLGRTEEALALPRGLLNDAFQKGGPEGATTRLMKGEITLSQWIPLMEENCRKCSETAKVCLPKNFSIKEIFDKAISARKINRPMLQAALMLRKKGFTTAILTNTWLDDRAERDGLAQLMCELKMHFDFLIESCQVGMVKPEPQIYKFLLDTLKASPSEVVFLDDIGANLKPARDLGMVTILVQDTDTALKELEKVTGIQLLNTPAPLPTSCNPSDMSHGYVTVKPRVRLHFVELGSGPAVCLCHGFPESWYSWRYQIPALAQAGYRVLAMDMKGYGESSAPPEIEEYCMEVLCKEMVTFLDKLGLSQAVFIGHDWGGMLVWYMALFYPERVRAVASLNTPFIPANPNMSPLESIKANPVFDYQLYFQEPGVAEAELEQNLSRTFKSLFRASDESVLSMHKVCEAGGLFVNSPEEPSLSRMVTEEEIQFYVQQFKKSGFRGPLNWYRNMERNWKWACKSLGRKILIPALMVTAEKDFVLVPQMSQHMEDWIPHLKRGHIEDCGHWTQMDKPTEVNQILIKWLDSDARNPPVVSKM
# * hit, by the source's call. This is a subset; count on the stated rates, not on these rows.
sEH act	Compound
-2	Fc1ccc(N2CCN(c3ccc4c(C(F)(F)F)cc(C(F)(F)F)nc4n3)CC2)cc1
10	CC(C)OC(=O)CSc1nc(-c2ccc(F)cc2)nc2ccc(F)cc12
0	CCC(CC)C(=O)N(CCc1ccc(OC)cc1)Cc1nc2ccccc2c(=O)[nH]1
-1	NC(=S)N/N=C/c1ccc(-c2cccc([N+](=O)[O-])c2)o1
-12	CC(=O)c1cccc(NC(=O)Cc2ccc3c(c2)CCCC3)c1
3	CCn1c(C(=O)NCc2cccnc2)cc2sc(Cl)cc21
-1	Cn1c(N2CCOCC2)c(/C=N/OC(=O)c2ccc(F)cc2)c2ccccc21
-11	CCCCSc1nc(C)cc(SCC(=O)N/N=C/c2cccc(OC)c2O)n1
-4	CCN(CCO)Cc1csc2cccc(Br)c12
11	CC1CN(C(=O)/C=C/c2ccc3c(c2)OCO3)CC(C)O1 (configuration not stated)
8	COc1ccccc1NC(=O)COc1ccc(/C=N/NS(=O)(=O)c2ccc(C)cc2)cc1
-21	CCCCNc1ccccc1C(=O)OCC(=O)Nc1ccc(S(N)(=O)=O)cc1
-5	O=C(NC(=S)Nc1ccc2c(c1)OCO2)c1ccccc1
4	CC1(C)CC(O)CC(C)(C)N1CC(O)COCCOc1ccc(Br)cc1 (configuration not stated)
9	Cc1c(Br)c([N+](=O)[O-])nn1CC(=O)Nc1sc2c(c1C(=O)OC(C)C)CCCC2
12	S=c1[nH]nc(CSCc2ccc(Cl)cc2Cl)n1-c1ccccc1
-12	O=C(c1ccc(C(F)(F)F)cc1)c1c[nH]c(C(=O)NCCCn2ccnc2)c1
2	O=C(c1cc2nc(-c3cccs3)cc(C(F)(F)Cl)n2n1)N1CCCc2ccccc21
-5	CC1(C)CC(=O)C(C(C2=C(O)CC(C)(C)CC2=O)c2ccco2)C(=O)C1 (configuration not stated)
-14	CCCCn1nc2cc(C(=O)NCc3cc(C(F)(F)F)cc(C(F)(F)F)c3)ccc2c1OC
-8	O=C(CNC(=O)c1cccs1)NCC(=O)OCc1ccc(Cl)cc1
-20	COc1cccc(COc2cc3ccccc3nc2C)c1
-5	O=C(C[n+]1cccc(NC(=O)c2ccccc2)c1)c1ccccc1
-45	CC1CN(CC(=O)Nc2cccc(C(=O)Nc3cccc(C(F)(F)F)c3)c2)CC(C)O1 (configuration not stated)
-3	Nc1nc(N)nc(-c2ccccn2)n1

# By substructure: those above containing an aryl thioether with sulfur outside any ring.
sEH act	Compound
10	CC(C)OC(=O)CSc1nc(-c2ccc(F)cc2)nc2ccc(F)cc12
-11	CCCCSc1nc(C)cc(SCC(=O)N/N=C/c2cccc(OC)c2O)n1

# (further entries)
sEH act	Compound
0	COC(=O)c1sccc1NC(=O)c1ccncc1
0	CC(C)COC(=O)n1ccc(C(=O)N2CCCCC2)n1
3	COC(=O)C(C)N(C#N)c1nc(C)cc(C)n1 (configuration not stated)
8	Cc1ccccc1C(=O)NNc1ccc([N+](=O)[O-])cc1
3	CCC(=O)Nc1ccccc1C(=O)OCc1ccc(C(=O)c2ccccc2)cc1
-11	Cc1ccc(OCC(=O)OCc2c(C)noc2C)cc1C
-24	O=C(CS(=O)(=O)Cc1ccccc1)Nc1ccc(S(=O)(=O)N2CCCCCC2)cc1
-11	COc1ccc(C(C(=O)NC2CCCCC2)N(C(=O)c2sc(C)nc2C)c2ccc(OC)cc2)cc1 (configuration not stated)
6	CCCCCCCOC1(c2ccccc2)OC(=O)c2ccccc21 (configuration not stated)
-10	COc1ccc(-c2cc(C(=O)N3CCN(C(c4ccccc4)c4ccccc4)CC3)no2)cc1OC
14	Cc1cc(C(=O)CSc2nc(N)cc(=O)[nH]2)c(C)n1CCc1ccc(Cl)cc1
8	CC1(C)CC(=O)C(CCCN2C(=O)c3ccccc3C2=O)C(=O)C1
0	CCOC(=O)c1sc(NC(=O)C(CC)OC(=O)C(CC(C)C)NC(=O)c2ccccc2)nc1C (configuration not stated)
-2	Nc1ccc(C(=O)N/N=C2\CCCc3c2[nH]c2ccccc32)cc1
1	Cc1ccc(NC(=O)COC(=O)CN2C(=O)COc3ccccc32)cc1
9	O=C(Cn1c(=O)oc2ccccc21)Nc1nc(-c2ccccc2)cs1
1	O=S(Cc1ccc(Br)cc1)Cc1nnc(SCc2ccc(Cl)cc2)n1-c1ccccc1 (configuration not stated)
-1	COC(=O)CSc1cc(C(F)(F)F)nc(-c2ccccn2)n1
-7	Cc1ccc(SC(c2ccc(C)cc2)C(Cn2cncn2)C(=O)c2ccccc2)cc1 (configuration not stated)
-2	CCn1c(SCc2ccccc2)nnc1C1CCN(S(=O)(=O)c2ccc(OC)cc2)CC1
0	Cc1cc(OCCOCCN(C)CCO)cc(C)c1Cl
2	CNC(=S)Nc1cccc2[nH]ncc12
12	CCOc1ccccc1N1CC(C(=O)NCCc2ccc(S(N)(=O)=O)cc2)CC1=O (configuration not stated)
15	CN(CCO)c1ncnc2nc[nH]c12
0	COC(=O)c1cnn(-c2nc3c(C)cccc3s2)c1C
-8	COC(=O)c1c(NC(=O)CSc2nnnn2-c2ccccc2)sc2c1CCC(C(C)(C)C)C2 (configuration not stated)
4	O=C(N/N=C/c1ccco1)/C(=C/c1cccc([N+](=O)[O-])c1)NC(=O)c1ccccc1
-11	Cc1ccc(C)c(OCC(=O)N/N=C/c2ccsc2)c1
7	Cc1ccc(NC(=O)CCC(=O)n2nc(C)cc2C)c(C)c1
-5	Cc1ncc([N+](=O)[O-])n1CCOC(=O)c1ccc(Cl)cc1Cl
3	Clc1cc(Br)ccc1OCCOCCOc1cccc2cccnc12
20	N#C/C(=C/c1ccc(OCc2ccccc2)cc1)C(=O)NC1CCCCC1
4	Cc1nn(-c2ccc(Cl)c(Cl)c2)c(=O)c2ccccc12
12	COc1ccc(CCNC(=O)CSc2ccc(-c3ccccc3)nn2)cc1OC
-13	Cc1c(C(=O)NCCSCc2ccccc2Cl)cccc1[N+](=O)[O-]
2	Cc1oc(C(C)(C)C)cc1C(=O)Nc1cccc(/C=C/C(=O)O)c1
-12	COC(=O)c1ccc(NC(=S)NCCc2cccc(C)c2)cc1
4	Cc1ccccc1NC(=O)c1ccc(C)c(S(=O)(=O)Nc2ccccn2)c1
-6	O=C(O)C1C2C=CC(C2)C1C(=O)NCCc1cccc(Cl)c1 (configuration not stated)
7	Cc1ccccc1-n1c(C)n[nH]c1=S
11	COC(=O)c1ccc(NCCc2csc(-c3ccc(C)cc3)n2)c([N+](=O)[O-])c1
15	CN(C)/C=C(\C#N)C(=O)Nc1ccc(F)cc1
5	Cc1ccc(S(=O)(=O)/N=C(\N)Nc2nc(C)c3cc(C)c(C)cc3n2)cc1
19	Cc1ccc(NC(CC(=O)c2ccccc2)c2ccc(F)cc2)cc1 (configuration not stated)
-6	CCC1CCCCN1Cc1cc(OC)c(O)c([N+](=O)[O-])c1 (configuration not stated)
-76	Cc1cc(Cl)c(OCCCNCc2ccccc2)c(Br)c1
3	O=c1c(C(c2c(O)nc3n(c2=O)CCS3)c2cccc3ccccc23)c(O)nc2n1CCS2
-8	O=C(NCc1ccc2c(c1)OCO2)c1cc2ccccc2o1
2	CCCn1c(/C=C/c2ccccc2)nc2ccccc21
15	Nc1nc(SCC(=O)N2N=C3/C(=C/c4ccco4)CCCC3C2c2ccco2)n[nH]1 (configuration not stated)

# Three of the entries above in order of the sEH act value, high to low:
sEH act	Compound
19	Cc1ccc(NC(CC(=O)c2ccccc2)c2ccc(F)cc2)cc1 (configuration not stated)
11	COC(=O)c1ccc(NCCc2csc(-c3ccc(C)cc3)n2)c([N+](=O)[O-])c1
5	Cc1ccc(S(=O)(=O)/N=C(\N)Nc2nc(C)c3cc(C)c(C)cc3n2)cc1

# Next section:
sEH act	Compound
15	CCn1c(CSc2nc3ccccc3[nH]2)nc2cc(C(=O)O)ccc21
9	Fc1ccc(C(c2nnnn2Cc2cccs2)N2CCN(C3CCCC3)CC2)cc1 (configuration not stated)
-10	O=C(CN(Cc1ccco1)S(=O)(=O)c1ccccc1)N/N=C/c1cccc(O)c1
-39	Cc1cc(C)n(Cc2ccc(NC(=O)c3ccc(COc4ccccc4Br)cc3)cc2)n1
16	C#CCOC(=O)Nc1ccc(=O)n(Cc2c(Cl)cccc2Cl)c1
-50	COc1ccccc1CNC(=O)C1CCN(S(=O)(=O)N2CC(C)CC(C)C2)CC1 (configuration not stated)
-5	Clc1cccc(Oc2cnc3ccccc3n2)c1
-2	Cc1cc([N+](=O)[O-])ccc1NCc1ccccc1
17	COc1ccc(/C=C2\N=C(SC)NC2=O)cc1
-8	Cc1cccc(CN2C(=O)N/C(=C/c3cc(C)n(-c4cc(C)ccn4)c3C)C2=O)c1
4	Cc1cc(C=O)c(C)n1-c1ccc(NC2CCCCC2)c([N+](=O)[O-])c1
-16	COc1ccc2cc(/C=N/NC(=O)CSCc3ccc([N+](=O)[O-])cc3)c(Cl)nc2c1
-10	CCc1c(O)nc2sc3ccccc3n2c1=O
-7	O=C1Nc2ccc(F)cc2C12Nc1ccccc1-c1nnc(SCc3ccccc3Cl)nc1O2 (configuration not stated)
5	COc1ccc(C(CC(=O)O)NC(=O)COc2ccccc2)cc1 (configuration not stated)
4	O=C(Nc1ccccc1C(=O)N/N=C/c1ccco1)c1ccccc1Cl
7	Cc1ccc(S(=O)(=O)c2cc(C#N)c(=O)[nH]c2N)cc1
-19	O=C(COC(=O)Cc1ccc(S(=O)(=O)N2CCOCC2)s1)NCCc1ccccc1
-8	O=C(/C=C/c1ccccc1)NNC(=O)c1cccc(Cl)c1
-12	COC(=O)CN(C(=S)Nc1ccc(Cl)cc1)C1CC(=O)N(c2ccc(OC)cc2)C1=O (configuration not stated)
-5	Cc1ccc(Oc2ccccc2/C=C2\SC(=O)N(C)C2=O)cc1
-5	CC(=O)NN1C(=O)/C(=C\c2ccc(C)cc2)SC1=S
-12	COc1cc(NC(=O)C2CCCCN2)ccc1OCC(C)C (configuration not stated)
0	COc1ccc(/C=N/n2cnnc2SCc2ccc(OC)cc2)cc1
5	O=C(c1cccc(F)c1)N1CCN(C(=O)C2CC2)CC1
24	Cc1c(NC(=O)COC(=O)C(c2ccc(Cl)cc2)C(C)C)c(=O)n(-c2ccccc2)n1C (configuration not stated)
4	Nc1ccc(S(=O)(=O)NNC(=O)C(=O)NNc2ccccn2)cc1
-48	Cc1ccc(C(=O)N(CC(=O)NC2CCCCC2)c2ccccc2C)s1
-2	O=C(CN(c1ccc(Cl)c(Cl)c1)S(=O)(=O)c1ccccc1)N1CCc2ccccc2C1
-9	O=C(COC(=O)Cc1ccsc1)NCC1CCCCC1
-3	CCOC(=O)C1=C(C)N=C2SC(C(=O)OC)=CC(=O)N2C1c1ccc(F)cc1 (configuration not stated)
8	CS(=O)(=O)N(CC(=O)Nc1ccc(CC#N)cc1)c1ccc(C23CC4CC(CC(C4)C2)C3)cc1
5	CCCCNC(=O)c1onc(CSc2cc(C)ccc2C)c1C(=O)O
-9	Cc1oc(=O)c(NC(=O)c2ccc(Cl)cc2)cc1C(=O)c1ccccc1
10	O=C(Nc1cccc(Cl)c1)NC1(C(=O)NCc2cccs2)CCCCC1
20	COc1cc2c(c(OC)c1)C(c1cccc(OC)c1OC)CC(=O)N2 (configuration not stated)
-4	COc1ccc(-c2c3c(nc4sc5c(=O)[nH]c(C)nc5c24)CCC3)cc1
11	O=C(CSCc1ccccc1)N/N=C/c1ccccc1OCc1ccccc1
-8	CCN(CC)S(=O)(=O)c1cc(C(=O)Nc2cc(Cl)ccc2N2CCN(C)CC2)ccc1Cl
2	Cc1nc(SCC(N)=O)[nH]c(=O)c1Cc1ccc(OC(C)C)cc1
8	CC1CCCN(C(=O)CN2CCN(C(=O)c3ccco3)CC2)C1 (configuration not stated)
14	CC(=O)Nc1cc(OC(C)=O)c2nonc2c1OC(C)=O
-1	COc1ccccc1N1CCN(C(=O)C(=O)N/N=C/c2cccc(O)c2)CC1
-22	C/C(=N\N=C(/N)SC1CC(=O)N(c2ccc(Br)cc2)C1=O)c1cccs1 (configuration not stated)
-10	CC(C)n1nnnc1-c1cccc(Cl)c1
7	CC(C)(C)NC(=O)COc1ccc(CNCc2cccs2)cc1
5	COC(=O)c1ccc(NC(C)=O)o1
0	COc1ccc(O)c(C(=O)CC(=O)c2ccc(F)cc2)c1
-3	CCOC(=O)C(C)Sc1ncc(OC)c(=O)[nH]1 (configuration not stated)
7	CCN(CC)c1cc(C(F)(F)F)nc(-c2ccccn2)n1

# The listing continues:
sEH act	Compound
4	CCc1nnc(NC(=O)CSc2nc3cc4c(cc3cc2C)OCCO4)s1
16	COc1ccc(/C=c2/sc3n(c2=O)C(c2ccccc2OC)C2=C(N=3)c3ccccc3CC2)cc1O (configuration not stated)
-3	Cc1nc(CCN2C(=O)c3ccccc3C2=O)cs1
-18	COc1ccc(NC(=O)C(NC(C)=O)C(=O)NCc2ccccc2Cl)cc1 (configuration not stated)
-4	O=c1cc(O)c2c(=O)n(C3CCCCC3)c3ccccc3c2o1
-10	O=C(Nc1ccn(Cc2c(F)c(F)cc(F)c2F)n1)c1ccc(COc2ccc(Cl)cc2Cl)o1
20	Cc1ccc(C(=O)/C=C/c2ccccc2)o1

# Individual results from the results shown.
# Result of COc1ccc(NC(=O)C(NC(C)=O)C(=O)NCc2ccccc2Cl)cc1 (configuration not stated) under sEH act: -18
# Result of CCc1nnc(NC(=O)CSc2nc3cc4c(cc3cc2C)OCCO4)s1 under sEH act: 4
# Result of O=C(Nc1ccn(Cc2c(F)c(F)cc(F)c2F)n1)c1ccc(COc2ccc(Cl)cc2Cl)o1 under sEH act: -10
# Result of Cc1ccc(C(=O)/C=C/c2ccccc2)o1 under sEH act: 20
# Result of Cc1nc(CCN2C(=O)c3ccccc3C2=O)cs1 under sEH act: -3

# Sorted by length of the SMILES (low to high): part of the list above.
sEH act	Compound
-3	CCOC(=O)C(C)Sc1ncc(OC)c(=O)[nH]1 (configuration not stated)
7	CCN(CC)c1cc(C(F)(F)F)nc(-c2ccccn2)n1
-4	O=c1cc(O)c2c(=O)n(C3CCCCC3)c3ccccc3c2o1
4	CCc1nnc(NC(=O)CSc2nc3cc4c(cc3cc2C)OCCO4)s1
-10	O=C(Nc1ccn(Cc2c(F)c(F)cc(F)c2F)n1)c1ccc(COc2ccc(Cl)cc2Cl)o1
16	COc1ccc(/C=c2/sc3n(c2=O)C(c2ccccc2OC)C2=C(N=3)c3ccccc3CC2)cc1O (configuration not stated)
